High-throughput results deposited in PubChem by several laboratories.
DSG3 Ab inh – inhibitors of pemphigus antibody binding to human desmoglein-3. DSG3-coupled beads, scFv-anti-DSG3-GFP binding, flow cytometry; stronger effect = lower value. AID 588358. hit rate 0.48% among 310,000. binding (percent of control), % at 10 µM;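 active means binding more than 3 SD below its plate's average and above zero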; further: some compounds called inactive have numbers as strong as hits
CAL PDZ FP-1 – CAL PDZ (human) peptide binding inhibition. AID 602252. Q9HD26. inhibition, % at 24.9 µM. purified CAL PDZ, TMR-peptide fluorescence polarization, 1 h. hit rate 0.92% among 300,000;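 active means mean inhibition of at least 30% with at least half of replicates also reaching 30%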;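 further: 0% = DMSO neutral control and 100% = excess unlabeled competitor peptide PRC23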
RTF Ca sens inh – cardiac RTF calcium desensitization; IANBD-labeled cardiac RTF, Ca2+ fluorescence; P19429+P45379; hit rate 0.12% among 340,000; inhibition, % at 7.15 µM;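 active means inhibition above the mean inhibition of all tested compounds plus 3 SD, cut at about 17% in these data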;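 further: assay run at fixed EC70 calcium of 1.6 mM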
V-ATPase pH – regulators of yeast V-ATPase proton transport | S. cerevisiae, pHLuorin cytosolic pH fluorescence | response, % at 10 µM | hit rate 0.37% among 350,000 | AID 504577; in the data active means response mostly above about 7.3%, no sharp cut-off; inactive means mostly below about 5.4%; further: actives read high; inactives centre near 0; some compounds called inactive have numbers as strong as hits
Keap1-Nrf2 PPI – disrupts human Keap1 binding to Nrf2 peptide; hit rate 0.15% among 340,000; inhibition, % at 9.4 µM; Keap1 Kelch-Nrf2 peptide fluorescence polarization, 1536-well; AID 504523; Q14145; in the data active means inhibition above about 12%;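 further: human Keap1 Kelch domain with fluorescein labeled Nrf2 9mer peptide probe; 0% = neutral control wells and 100% = peptide positive control; higher means more block of Keap1 binding to Nrf2 peptide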
Target sequence (Q14145 whole entry, looked up, the tested form may be a part): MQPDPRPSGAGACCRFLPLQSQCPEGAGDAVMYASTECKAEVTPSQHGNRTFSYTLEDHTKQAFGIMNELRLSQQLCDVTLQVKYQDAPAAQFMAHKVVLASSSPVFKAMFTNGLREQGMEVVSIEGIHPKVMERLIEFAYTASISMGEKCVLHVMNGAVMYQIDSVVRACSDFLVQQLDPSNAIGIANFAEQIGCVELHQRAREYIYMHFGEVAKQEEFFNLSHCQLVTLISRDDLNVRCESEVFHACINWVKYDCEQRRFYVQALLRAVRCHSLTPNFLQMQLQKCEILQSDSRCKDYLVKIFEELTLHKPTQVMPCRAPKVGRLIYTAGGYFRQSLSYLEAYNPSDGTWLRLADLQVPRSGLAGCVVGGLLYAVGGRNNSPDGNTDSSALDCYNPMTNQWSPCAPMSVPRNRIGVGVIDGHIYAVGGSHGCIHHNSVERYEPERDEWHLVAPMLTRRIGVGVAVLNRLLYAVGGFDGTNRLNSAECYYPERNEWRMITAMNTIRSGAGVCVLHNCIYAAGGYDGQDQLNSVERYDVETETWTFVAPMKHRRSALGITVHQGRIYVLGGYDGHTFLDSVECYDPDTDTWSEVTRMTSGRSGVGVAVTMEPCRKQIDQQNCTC
NSD2 HMT inh – inhibitors of human histone methyltransferase NSD2 | NSD2 peptide methylation, AlphaScreen, 120 min | hit rate 0.54% among 310,000 | inhibition, % at 12.5 µM; in the data active means inhibition above about 50%
DAGLB inhibitor – diacylglycerol lipase beta (human) inhibition; Q8NCG7; HEK293T DAGLB membrane lysate, EnzChek fluorogenic substrate; inhibition, % at 5.17 µM; hit rate 0.059% among 340,000; AID 504411; in the data active means inhibition above about 34%;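 further: 0% = enzyme with vehicle and 100% = wells lacking enzyme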
CAL PDZ FP-2 – blocks peptide binding to human CAL PDZ domain | Q9HD26 | purified CAL PDZ, TMR-peptide fluorescence polarization, 1 h | inhibition, % at 20 µM | hit rate 0.02% among 330,000 | AID 504414;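 active means highest replicate inhibition of at least 40%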;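 further: plate controls were DMSO neutral control wells for no effect and unlabeled competitor peptide control wells for full effect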
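Control set: unlabelled peptide and DMSO controls / Material: purified CerCALP PDZ construct / Timing: 1 h incubation at room temperature before polarization reading / Doses: 20 µM, one dose / Detection: fluorescence polarization (mP)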
C-LANA FP – inhibitors of KSHV LANA C-terminal domain DNA binding; MBP-C-LANA/FAM-LBS DNA binding, fluorescence polarization; inhibition, % at 9 µM; hit rate 0.078% among 340,000;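 active means highest replicate inhibition at or above 60% at 9 µM, even if other replicates fall short; inactive means all replicates below 60% inhibition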;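 further: 0% = neutral control wells and 100% = 4 µM acridine orange control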
Arrestin-AP2 inh – inhibitors of human beta-arrestin and AP2 interaction; FITC-arrestin peptide / GST-AP2 beads, flow cytometry; AP2 beta2 appendage carries R879A mutation; inhibition, % at 10 µM; hit rate 0.31% among 340,000;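 active means inhibition above a set limit, near 3 SD of compounds lacking own fluorescence, cut at about 54% in these data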;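 further: plate controls were DMSO wells for no effect and 5 µM unlabelled arrestin peptide for full effect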
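System: GST-tagged AP2 beta2-adaptin appendage (R879A) on 4 µm glutathione beads / Reagent: FITC-arrestin peptide, 50 nM / Detection: HyperCyt-sampled flow cytometry, FL1 channel, ex 488/em 535 nm / Timing: 12 min plus 1 h, RT / Buffer or medium: PBS plus Tween 20 (0.05%) and BSA (0.1%)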
An asterisk follows results filed as active.

What do the screens show for `Cc1ccc(C(=O)OCC(=O)NCc2ccc3c(c2)OCO3)s1`?
DSG3 Ab inh: 104; CAL PDZ FP-1: -3; RTF Ca sens inh: -3; V-ATPase pH: -2; Keap1-Nrf2 PPI: 1; NSD2 HMT inh: 1; DAGLB inhibitor: -4; CAL PDZ FP-2: -1.2; C-LANA FP: 1.9; Arrestin-AP2 inh: -4

How did O=C(OCC(=O)N1CCCc2ccccc21)c1cncc(Br)c1 do in these assays?
DSG3 Ab inh: 106; CAL PDZ FP-1: 6; RTF Ca sens inh: -8; V-ATPase pH: 0; Keap1-Nrf2 PPI: -4; NSD2 HMT inh: -2; DAGLB inhibitor: -2; CAL PDZ FP-2: -1.3; C-LANA FP: 1.0; Arrestin-AP2 inh: -6

Results for CCOc1ccc(NC(=O)N2CCC(n3c(=O)[nH]c4ccccc43)CC2)cc1 ?
DSG3 Ab inh: 101; RTF Ca sens inh: -11; V-ATPase pH: -1; Keap1-Nrf2 PPI: 1; DAGLB inhibitor: 1; CAL PDZ FP-2: -2.2; C-LANA FP: 0.4; Arrestin-AP2 inh: -22

Results for CCCS(=O)(=O)N1CCN(CC2CC3C=CC2C3)CC1 (configuration not stated) ?
CAL PDZ FP-1: 2; RTF Ca sens inh: -9; V-ATPase pH: 1; Keap1-Nrf2 PPI: -3; NSD2 HMT inh: 2; DAGLB inhibitor: -2; CAL PDZ FP-2: 1.6; C-LANA FP: 3.3; Arrestin-AP2 inh: 9

How did O=C(O)CNC(=S)N(Cc1ccccc1)Cc1cccs1 do in these assays?
DSG3 Ab inh: 99; RTF Ca sens inh: -1; V-ATPase pH: -1; Keap1-Nrf2 PPI: -3; NSD2 HMT inh: -4; DAGLB inhibitor: 0; CAL PDZ FP-2: 0.5; C-LANA FP: -0.5; Arrestin-AP2 inh: -8

How did c1ccc(CSc2n[nH]c(-c3ccco3)n2)cc1 do in these assays?
DSG3 Ab inh: 97; CAL PDZ FP-1: 1; RTF Ca sens inh: 9; V-ATPase pH: 3; Keap1-Nrf2 PPI: -1; NSD2 HMT inh: -3; DAGLB inhibitor: -3; CAL PDZ FP-2: -0.2; C-LANA FP: 0.2; Arrestin-AP2 inh: 2

Results for COc1ccc(-c2sccc2C(C)C(=O)O)cc1 (configuration not stated) ?
DSG3 Ab inh: 100; CAL PDZ FP-1: 4; RTF Ca sens inh: -2; V-ATPase pH: -6; Keap1-Nrf2 PPI: -3; DAGLB inhibitor: 0; CAL PDZ FP-2: -0.4; C-LANA FP: 0.2; Arrestin-AP2 inh: 10

What do the screens show for `CCN(CC)CCCNC(=O)c1ccc(S(=O)(=O)Nc2ccc(C)c(C)c2)cc1`?
DSG3 Ab inh: 112; CAL PDZ FP-1: -6; RTF Ca sens inh: 0; V-ATPase pH: 0; Keap1-Nrf2 PPI: -3; NSD2 HMT inh: 16; DAGLB inhibitor: 2; CAL PDZ FP-2: -1.2; C-LANA FP: -0.3; Arrestin-AP2 inh: -6

What do the screens show for `CCC1S/C(=C(\C#N)C(=O)NCc2ccco2)N(c2ccc(F)cc2)C1=O` (configuration not stated)?
DSG3 Ab inh: 101; CAL PDZ FP-1: 4; RTF Ca sens inh: 0; V-ATPase pH: 0; Keap1-Nrf2 PPI: -12; NSD2 HMT inh: 4; DAGLB inhibitor: 1; CAL PDZ FP-2: -1.0; C-LANA FP: 1.5; Arrestin-AP2 inh: 12

What do the screens show for `CN(c1cccc(NC(=O)CN(c2ccc(Cl)c(Cl)c2)S(=O)(=O)c2ccccc2)c1)S(C)(=O)=O`?
DSG3 Ab inh: 100; CAL PDZ FP-1: -1; RTF Ca sens inh: 0; V-ATPase pH: -1; Keap1-Nrf2 PPI: 2; NSD2 HMT inh: -2; DAGLB inhibitor: 1; CAL PDZ FP-2: -1.3; C-LANA FP: -1.6; Arrestin-AP2 inh: 40

Results for CC(=O)NCCc1ccc(S(=O)(=O)NC2OC(=O)c3ccccc32)cc1 (configuration not stated) ?
CAL PDZ FP-1: -4; RTF Ca sens inh: -5; V-ATPase pH: -3; Keap1-Nrf2 PPI: -2; NSD2 HMT inh: -1; DAGLB inhibitor: 0; CAL PDZ FP-2: -0.9; C-LANA FP: -1.2; Arrestin-AP2 inh: 27

What do the screens show for `CC(=O)OC(C(=O)n1nc(C)cc1C)c1ccccc1` (configuration not stated)?
DSG3 Ab inh: 98; CAL PDZ FP-1: -1; RTF Ca sens inh: -3; V-ATPase pH: 0; Keap1-Nrf2 PPI: 1; NSD2 HMT inh: 0; DAGLB inhibitor: -2; CAL PDZ FP-2: 0.0; C-LANA FP: -1.5; Arrestin-AP2 inh: 22

How did CCOc1ccc(NC(=O)C2CSC(c3ccncc3)=N2)cc1 (configuration not stated) do in these assays?
DSG3 Ab inh: 100; RTF Ca sens inh: 0; V-ATPase pH: 1; Keap1-Nrf2 PPI: -6; DAGLB inhibitor: -1; CAL PDZ FP-2: -1.6; C-LANA FP: 0.5; Arrestin-AP2 inh: -6

Results for CC(C)N(CCCNC(=O)C1CCN(S(=O)(=O)N2CCOCC2)CC1)Cc1ccccc1 ?
DSG3 Ab inh: 78; CAL PDZ FP-1: -1; RTF Ca sens inh: -4; V-ATPase pH: -1; Keap1-Nrf2 PPI: -3; NSD2 HMT inh: -5; DAGLB inhibitor: -2; CAL PDZ FP-2: -1.2; C-LANA FP: 0.7; Arrestin-AP2 inh: 5

What do the screens show for `COC(=O)c1ccc(C(=O)Nc2ccc(C(C)C)cc2N)cc1`?
DSG3 Ab inh: 99; CAL PDZ FP-1: -2; RTF Ca sens inh: -3; V-ATPase pH: 0; Keap1-Nrf2 PPI: 5; NSD2 HMT inh: 1; DAGLB inhibitor: -2; CAL PDZ FP-2: 0.4; C-LANA FP: 0.4; Arrestin-AP2 inh: 57*

What do the screens show for `CN(C)CCNC(=O)c1cccc2ccc(-c3ccc(-c4ccccc4)cc3)nc12`?
DSG3 Ab inh: 90; CAL PDZ FP-1: -8; RTF Ca sens inh: -3; V-ATPase pH: -1; Keap1-Nrf2 PPI: 3; NSD2 HMT inh: 1; DAGLB inhibitor: -4; CAL PDZ FP-2: -17; C-LANA FP: 0.2; Arrestin-AP2 inh: -6

Results for CCCN(CC(=O)Nc1ccc(F)c(F)c1F)C(=O)CCc1nc2ccccc2c(=O)[nH]1 ?
DSG3 Ab inh: 109; CAL PDZ FP-1: -1; RTF Ca sens inh: -2; V-ATPase pH: 1; Keap1-Nrf2 PPI: -6; NSD2 HMT inh: 1; DAGLB inhibitor: -4; CAL PDZ FP-2: -0.2; C-LANA FP: -3.0; Arrestin-AP2 inh: 4

How did O=C1CC(=O)NC(SCC(=O)Nc2ccccc2[N+](=O)[O-])=N1 do in these assays?
DSG3 Ab inh: 105; CAL PDZ FP-1: -2; RTF Ca sens inh: 4; V-ATPase pH: 1; Keap1-Nrf2 PPI: -2; DAGLB inhibitor: 4; CAL PDZ FP-2: -3.3; C-LANA FP: 8.5; Arrestin-AP2 inh: -1

Results for O=C(Cc1nnc(NC(=O)Nc2ccccc2F)s1)NCc1ccccc1 ?
DSG3 Ab inh: 99; V-ATPase pH: 0; NSD2 HMT inh: -1; Arrestin-AP2 inh: 1

How did O=C(CSc1nnc2c(n1)[nH]c1ccc(F)cc12)OCc1ccccc1 do in these assays?
CAL PDZ FP-1: -4; RTF Ca sens inh: 4; V-ATPase pH: 1; Keap1-Nrf2 PPI: -4; NSD2 HMT inh: 0; DAGLB inhibitor: -3; CAL PDZ FP-2: 0.8; C-LANA FP: 0.5; Arrestin-AP2 inh: -9

What do the screens show for `Cc1nc2oc3c(NCC4CCCO4)ncnc3c2c2c1COC(C)(C)C2` (configuration not stated)?
DSG3 Ab inh: 95; CAL PDZ FP-1: 0; RTF Ca sens inh: -5; V-ATPase pH: -2; Keap1-Nrf2 PPI: -1; NSD2 HMT inh: 0; DAGLB inhibitor: 1; CAL PDZ FP-2: 0.8; C-LANA FP: -0.4; Arrestin-AP2 inh: 9

What do the screens show for `Cc1cc(C)c2cc(C#N)c(SCC(=O)Nc3cc(C)on3)nc2c1`?
DSG3 Ab inh: 114; CAL PDZ FP-1: -5; RTF Ca sens inh: -7; V-ATPase pH: 0; Keap1-Nrf2 PPI: -3; NSD2 HMT inh: 1; DAGLB inhibitor: 0; CAL PDZ FP-2: -2.1; C-LANA FP: 0.2; Arrestin-AP2 inh: -12

What do the screens show for `CC(=O)NCCn1c(SCc2ccccc2F)nc2ccccc2c1=O`?
DSG3 Ab inh: 101; CAL PDZ FP-1: -3; RTF Ca sens inh: 0; V-ATPase pH: 5; Keap1-Nrf2 PPI: 2; NSD2 HMT inh: 2; DAGLB inhibitor: 0; CAL PDZ FP-2: -1.2; C-LANA FP: -0.6; Arrestin-AP2 inh: -5

What do the screens show for `COc1ccccc1N1CCN(C(=O)CCSCc2ccccc2F)CC1`?
DSG3 Ab inh: 88; CAL PDZ FP-1: 1; RTF Ca sens inh: 8; V-ATPase pH: 0; Keap1-Nrf2 PPI: 4; NSD2 HMT inh: -2; DAGLB inhibitor: 1; CAL PDZ FP-2: -3.5; C-LANA FP: 1.0; Arrestin-AP2 inh: 16

Results for C=CCn1c(SCC(=O)Nc2sccc2C(N)=O)nc2sc(C)c(C)c2c1=O ?
DSG3 Ab inh: 83; CAL PDZ FP-1: -2; RTF Ca sens inh: 0; V-ATPase pH: -2; Keap1-Nrf2 PPI: -1; DAGLB inhibitor: -3; CAL PDZ FP-2: -3.4; C-LANA FP: -1.1; Arrestin-AP2 inh: 5

Results for Cc1cccc(NC(=O)c2cc(-c3cc(C)c(C)cc3O)n[nH]2)c1 ?
DSG3 Ab inh: 94; CAL PDZ FP-1: 4; RTF Ca sens inh: 5; V-ATPase pH: 1; Keap1-Nrf2 PPI: 0; NSD2 HMT inh: 31; DAGLB inhibitor: 2; CAL PDZ FP-2: 1.3; C-LANA FP: 3.8; Arrestin-AP2 inh: -22

Results for CCc1noc(C)c1C(=O)NNC(=O)COc1cc(C)ccc1C ?
DSG3 Ab inh: 98; CAL PDZ FP-1: -4; RTF Ca sens inh: -3; V-ATPase pH: 4; Keap1-Nrf2 PPI: 0; NSD2 HMT inh: 0; DAGLB inhibitor: 1; CAL PDZ FP-2: -1.1; C-LANA FP: -0.2; Arrestin-AP2 inh: 3

Some of the compounds tested, so the mix of outcomes need not match the whole.
